# Assay outcomes deposited in PubChem by National Center for Advancing Translational Sciences (NCATS).
# HCMV inh: human cytomegalovirus inhibition; 4.5% of 410,000 active; activity change, negative = inhibition, % at 57.5 µM; HFF cells, HCMV-luciferase reporter, 72 h; hits give low values; in the data active = activity change below about -60%; inconclusive = no clear call, values can overlap the other calls; inactive = above about -39%; note: % is set by controls: 0 for no effect and ±100 for the full control effect
#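 Inhibition of viral replication was scored as loss of reporter luminescence in HFFs infected with HCMV-luciferase (MOI 1 PFU/cell) for 72 h; compounds tested at 2 doses, normalized to buffer and Salinomycin controls.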
# AmpC detergent: inhibitors of E. coli AmpC beta-lactamase with detergent; Potency, µM (titrated, usually from 114 µM), for inactives: at the top dose activity change, negative = inhibition, most hits filed as inhibitors; AmpC hydrolysis of nitrocefin, absorbance 480 nm, 0.01% Triton; P00811; 0.041% of 370,000 active; AID 485294;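 note: potency is the fitted concentration of half-maximal effect; 0% = no-compound wells and -100% = no-enzyme wells; nearly all actives have a fitted effect of over 25% in size; some results filed as inactive show a strong effect at the top dose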
# Target sequence (P00811 whole entry, looked up): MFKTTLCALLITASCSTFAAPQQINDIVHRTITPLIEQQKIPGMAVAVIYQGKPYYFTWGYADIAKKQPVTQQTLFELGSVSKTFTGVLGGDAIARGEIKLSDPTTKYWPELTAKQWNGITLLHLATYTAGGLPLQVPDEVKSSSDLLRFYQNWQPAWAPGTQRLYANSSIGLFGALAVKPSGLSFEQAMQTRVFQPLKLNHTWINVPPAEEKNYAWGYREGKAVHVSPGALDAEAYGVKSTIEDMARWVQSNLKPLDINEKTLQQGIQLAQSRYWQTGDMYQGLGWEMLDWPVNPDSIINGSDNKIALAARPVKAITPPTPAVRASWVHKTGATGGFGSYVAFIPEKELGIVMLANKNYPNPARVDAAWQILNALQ
#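 20 mM phosphate pH 7.0 + 0.01% (detergent screen) or 0.0001% Triton X-100; 5.3 nM AmpC reagent; cpd preinc 15 min RT; nitrocefin (800 uM stock) to start; A480 q20 s × 4 min; Activity was normalised to no-enzyme and no-compound control wells.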
# AMA1 RON2 block: inhibitors of Plasmodium falciparum AMA1-RON2 interaction; Potency, µM (highest dose often 58.2 µM), for inactives: at the top dose activity change, negative = inhibition, hits mostly inhibitors; AlphaScreen AMA1-biotinylated RON2 peptide binding; 0.2% of 360,000 active; AID 720542;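 note: potency is the fitted concentration of half-maximal effect; 0% = vehicle wells and -100% = peptide control; nearly all actives have a fitted effect of over 45% in size; some results filed as inactive show a strong effect at the top dose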
#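 AMA1 (3D7) with his tag at 25 nM final met compounds first, then biotinylated RON2 peptide at 25 nM; detection used donor plus acceptor beads, 10 µg/mL apiece, read by AlphaScreen after 30 min at room temperature.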
# FBPA Giardia inh: blocks Giardia fructose-bisphosphate aldolase activity; A8B2U2; purified Giardia FBPA; Potency, µM (top dose mostly 59.6 µM), inactives show at the top dose activity, negative = inhibition, usual class: inhibitors; 0.71% of 290,000 active; AID 2451; note: potency is the fitted concentration of half-maximal effect; % is set by controls: 0 for no effect and ±100 for the full control effect; nearly all actives have a fitted effect of over 55% in size
# Target sequence (A8B2U2 whole entry, looked up): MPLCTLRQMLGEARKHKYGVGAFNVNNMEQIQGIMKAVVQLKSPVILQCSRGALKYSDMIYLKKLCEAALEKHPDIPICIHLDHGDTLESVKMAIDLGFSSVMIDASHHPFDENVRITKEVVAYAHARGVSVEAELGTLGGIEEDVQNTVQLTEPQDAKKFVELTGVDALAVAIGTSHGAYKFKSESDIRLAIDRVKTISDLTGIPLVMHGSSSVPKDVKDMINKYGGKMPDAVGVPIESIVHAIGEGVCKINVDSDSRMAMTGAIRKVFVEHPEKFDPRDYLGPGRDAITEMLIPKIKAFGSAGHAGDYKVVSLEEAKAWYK
#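 Giardia FBPA (40 nM reagent) was preincubated 10 min at RT with compound (up to 57.5 uM final), then substrate plus GAPDH/TPI/NAD/arsenate coupling system with diaphorase/resazurin was added; resorufin fluorescence (525/598 nm) was read after 20 min.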
# CHX counter: counter-screen hit for Shiga toxin inhibitors, cycloheximide. 12% of 300,000 active. AID 2314. cell reporter, cycloheximide protein synthesis inhibition counterscreen. max response, %; in the data active = max response mostly above about 13%, no sharp cut-off; inactive = mostly below about 14%; note: read at 38.3 µM for the half of the compounds with a filed dose; 0% is about no effect
# AmpC no deterg: AmpC beta-lactamase inhibition without detergent; P00811; AmpC nitrocefin hydrolysis, absorbance 480 nm, 0.0001% Triton; Potency, µM (top dose mostly 57.1 µM), without a hit: top-dose activity change, negative = inhibition, actives largely listed as inhibitors; 0.52% of 330,000 active;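 note: potency is the fitted concentration of half-maximal effect; plate controls were no compound for no effect and no enzyme for full effect; nearly all actives have a fitted effect of over 20% in size; some results filed as inactive show a strong effect at the top dose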
#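 20 mM phosphate pH 7.0 + 0.01% (detergent screen) or 0.0001% Triton X-100; 5.3 nM AmpC reagent; cpd preinc 15 min RT; nitrocefin (800 uM stock) to start; A480 q20 s × 4 min; Activity was normalised to no-enzyme and no-compound control wells.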
# Shiga toxin inh: Shiga toxin inhibition; inhibition, % at 38.7 µM; 9.2% of 290,000 active; Vero cells, Shiga toxin protein synthesis inhibition reporter; in the data active = inhibition mostly above about 28%, no sharp cut-off; inactive = mostly below about 43%; note: 0% is about no effect
# Numbers without * were called inactive; ? = inconclusive; . = no result given; & = joins results of further samples; [ ] = dose if it differs, or a comment. Unless noted, calls come from the whole dose curve; as a rule, active = well fitted curve in the direction sought with a large enough effect; inconclusive = small, poorly fitted or top-dose-only effect, or another doubt; inactive = no such curve, though single readings can be large; an effect the other way counts as inactive or inconclusive.
SMILES,HCMV inh,AmpC detergent,AMA1 RON2 block,FBPA Giardia inh,CHX counter,AmpC no deterg,Shiga toxin inh
Cc1cc(C)c(CN2CCC(n3nccc3NC(=O)c3ccccc3Cl)CC2)cc1C,?,5%,3%,.,-1,101%[activator],-11
CCCCCCSc1cccc(-c2nc3cc(C)ccn3c2NC2CCCCC2)c1,21,0%,21%,.,.,26%,.
N#Cc1ccc(OCC(=O)NN2Cc3ccccc3C2=N)cc1,-13,-6%,3%,-2%,-3,-22%,-4
Cc1ccsc1C(=O)Nc1cccc(-n2cnnn2)c1,?,-3%,-5%,3%,10,-6%,-2
NS(=O)(=O)c1ccc(NC(=O)COC(=O)/C(=C/c2cccs2)c2cccs2)cc1,-27,0%,-6%,-6%,-1,-46%,-2
COc1cc2c(cc1OC)CN(CC(=O)Nc1ccc(F)cc1)C(C(=O)O)C2 (stereo unspecified),-18,-17%,87%[activator],-8%,-1,-14%,0
CC(C)C(c1nnnn1C(C)(C)C)N1CCN(c2cccc(Cl)c2)CC1 (stereo unspecified),-17,?,-3%,0%,-8,53%,-11
CCC(C)NC(=O)c1ccccc1NC(=O)c1ccc(CSc2ccccc2)cc1 (stereo unspecified),7,-6%,4%,-1%,-4,-45%,-9
COc1cccc(NC2c3ccccc3C(=O)N2Cc2ccco2)c1 (stereo unspecified),0,-12%,-2%,-24%,-5,-12%,-15
c1ccc(Sc2ncnc3ccccc23)cc1,-74*,-10%,-9%,0%,12*,6%,36
COC(=O)c1ccccc1NC(=O)C1CCCN(S(=O)(=O)c2ccc(F)cc2)C1 (stereo unspecified),?,-5%,-4%,-4%,2,-3%,-13
CCOC(=O)NC(=S)Nc1ccc(C(C)(C)C)cc1Br,-17,2%,39%[activator],-1%,22*,-29%,25
O=c1[nH]c(/C=C\c2ccccc2F)nc(O)c1[N+](=O)[O-],14,-8%,6%,-11%,7,-11%,.
O=C1C(=C2SCCCS2)CC/C1=C\c1ccc(F)cc1,-91*,-4%,-3%,1%,31*,-16%,79*
COc1ccccc1N1CCN(C2=NS(=O)(=O)c3ccccc32)CC1,49,?,-4%,0%,12*,-10%,2
CCOc1ccc(C2CC(c3ccccc3C)n3nc(N)nc3N2)cc1 (stereo unspecified),1,-4%,16%,-3%,5,32µM*,10
CN(Cc1ccco1)S(=O)(=O)c1ccc(CN2C(=O)c3cccnc3C2=O)s1,5,-9%,10%,5%,-4,-3%,-6
C/C(Cl)=C\Cn1c(Nc2cccc(C)c2)nc2c1c(=O)n(C)c(=O)n2C,82,-15%,0%,6%,1,-3%,-13
Cc1nnc(SC(C(=O)c2ccccc2)c2ccccc2)[nH]c1=O (stereo unspecified),-33,0%,19%,1%,-2,-21%,-4
CCCCNS(=O)(=O)c1ccc(NC(=O)Cc2ccc(OC)cc2)cc1,-67*,-1%,13%,1%,-2,-12%,4
CC(C)c1ccc(O)c(NC(=S)NC(=O)c2cccnc2)c1,-15,8%,112%[activator],-13%,13,-14%,29
O=C1c2ccccc2C(=O)N1CCCCSc1nc2ccccc2o1,-6,5%,49%[activator],-1%,2,12%,28
Cc1cccc(N=Nc2c(O)[nH]c3ccc(Br)cc23)c1,58,3%,-6%,-4%,39*,-29%,31*
Nc1nc(N)c2c(ccc3nccc32)[nH]1,-96*,2%,45%[activator],-27%,-2,-15%,-9
Cc1c(NC(=O)Nc2cccc(F)c2)c(=O)n(-c2ccccc2)n1C,19,5%,-10%,.,-1,-4%,-6
CCCNC(=O)NCCc1c(C)[nH]c2ccccc12,-4,?,2%,-14%,-3,-21%,10
CC(C)C(=O)N[C@@H]1c2ccccc2CC[C@@H]1O,-6,.,-2%,.,.,-11%,.
Cc1ccc(C)c(N2CCN(C(=O)CCc3nc(-c4cccc(F)c4)no3)CC2)c1,15,.,4%,.,.,21%,.
COc1ccc(-c2nn(-c3ccccc3)cc2/C=N/NC(=O)c2ccc(Br)o2)cc1,-14,3%,4%,-3%,3,-26%,-3
Cc1cc(C)n(C2CCCCC2OC(=O)c2ccccc2)n1 (stereo unspecified),36,-9%,2%,-12%,0,1%,2
O=C(c1cccc(S(=O)(=O)Nc2ccccc2Cl)c1)N1CCCCCC1,-19,-20%,33%[activator],.,.,-21%,.
Cc1cccc(NC(=O)NCc2ccc3[nH]c(C)cc3c2)c1,6,2%,-9%,-8%,21*,-59%,50
COc1ccc(-c2noc(N3CCC(C(=O)NCc4ccccc4Cl)CC3)n2)cc1,-8,-9%,18%,-12%,4,-14%,3
COC(=O)CC1=NN(c2ccc(OC)cc2)C(=O)C1,22,-7%,-1%,-7%,-1,26%,-4
Cn1cc(S(=O)(=O)CC(=O)N2CCCc3ccccc32)c2ccccc21,65,-13%,-3%,?,-4,2%,-8
C=CCN(c1ccccc1OC)S(=O)(=O)c1cccc(C(=O)OC2CCOC2=O)c1 (stereo unspecified),41,.,-3%,.,.,27%,.
O=C(Nc1ccc(F)cc1)C1CC(=O)n2ncnc2N1 (stereo unspecified),0,12%,5%,-2%,-3,-6%,-6
C=CCOc1ccc(C2NC(=O)NC(C)=C2C(=O)OC)cc1 (stereo unspecified),-15,-2%,6%,4%,5,-24%,10
O=C1/C(=C/c2ccco2)Oc2c1ccc(O)c2CN1CCCCC1,?,?,?,?,-4,-35%,-13
Cc1cccc(C(=O)O)c1[N+](=O)[O-],-3,4%,-2%,.,.,4%,.
NC(=S)NC(=O)/C=C/c1ccccc1,-67*,-3%,-3%,3%,30*,-22%,66*
Cc1cc(C)cc(-c2nnc(SCC(=O)N3CCN(C(=O)c4ccco4)CC3)o2)c1,-10,-12%,?,5%,-2,103%[activator],24
O=C(C(Cc1ccccc1)n1cccc1)N1CCN(Cc2ccccc2)CC1 (stereo unspecified),.,-10%,-23%,-3%,-1,91%[activator],-3
CCN(CC)C1CC(=O)N(c2cccc(Cl)c2)C1=O (stereo unspecified),16,-8%,-2%,12%,-4,-19%,.
CC1CCCN(S(=O)(=O)c2ccc3oc(=O)ccc3c2)C1 (stereo unspecified),23,1%,-2%,.,1,-11%,0
COC(=O)c1sccc1NC(=O)/C=C/C(=O)O,12,6%,0%,9%,2,-19%,13
CCCCN(C)C(=O)C1CCN(Cc2cccc(OCc3ccccc3)c2)CC1,?,-4%,-14%,-14%,-4,148%[activator],-14
COc1ccc(C(=O)N2CCC(=O)N(C(CO)Cc3ccccc3)CC2)cc1 (stereo unspecified),-14,?,14%,6%,1,-2%,-11
NNC(=O)c1cccc(COc2ccc(Br)cc2)c1,57,1%,22%,1%,68*,-5%,149*
CCN(CC(=O)Nc1c(F)cccc1F)C(=O)CCNC(=O)c1ccco1,18,-24%,4%,.,.,-13%,.
COC(=O)CNC(=O)CN1C(=O)N(c2ccccc2)C(N(O)C(=O)Nc2ccccc2)C1(C)C (stereo unspecified),41,5%,12%,15%,5,1%,80
CCOC(=O)C1=C(c2ccccc2)N=c2s/c(=C\c3cc(OC)c(OC)c(OC)c3)c(=O)n2C1c1cccs1 (stereo unspecified),-4,4%,22%,-7%,4,-10%,25
COc1ccccc1OCC(=O)O/N=C(\N)c1ccccn1,51,-5%,65%[activator],-4%,47*,-3%,56*
COc1cc2c(cc1OC)CN(C(=O)/C=C/c1ccc(F)cc1)CC2,-30,-13%,-15%,2%,-7,34%,-4
CCOc1ccc(CCNC(=O)C(C)n2nc(C)n3c(cc4occc43)c2=O)cc1OCC (stereo unspecified),-12&-11,?,42%[activator],2%,-3,47%,-10
Cc1ccnc(NC(=O)CCC(=O)N(CC(=O)NC2CCCCC2)Cc2cccs2)c1,-16,1%,0%,1%,9,8%,-8
